Efflux pump mplx = blocks antifungal efflux pumps in multiplex yeast assay | S. cerevisiae Candida pump triplex, Nile Red efflux | inhibition, % at 10 µM | hit rate 0.44% among 330,000 | AID 485275;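 active = plate passing quality check with inhibition over a set limit, or well fluorescence over plate mean plus 4 SD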;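 also: Nile Red retained in pooled yeast measured as flow cytometry median fluorescence; 0% = buffer negative control and 100% = Enniatin B positive control; higher means more Nile Red kept so more efflux inhibition; some compounds called inactive have numbers as strong as hits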
Yeast superoxide = lowers age-related superoxide in aged yeast cells; hit rate 0.18% among 330,000; S. cerevisiae aged cells, superoxide DHE fluorescence; stronger effect = lower value; superoxide response (% of plate mean), % at 10 µM;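 active = superoxide response under a set limit, about three screen SD below normal, cut at about 65% in these data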;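 also: yeast aged for seven days with compound at 30 °C before DHE staining; 100% = average MFI of all compound-treated wells on the plate with controls excluded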
LAP4 TOR yeast = yeast TOR pathway LAP4-GFP modulation. S. cerevisiae LAP4-GFP multiplex, flow cytometry GFP, 3 h; median GFP as percent of DMSO wells. GFP response vs DMSO, % at 10 µM. hit rate 0.34% among 320,000;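 active = GFP response vs DMSO above a set limit, about the screen mean plus 3 SD, cut at about 150% in these data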
MEP2-GFP yeast = alters MEP2-GFP fluorescence in TOR pathway yeast screen | S. cerevisiae MEP2-GFP strain, flow cytometry GFP, 3 h; 100% = DMSO control level | GFP response vs DMSO, % at 10 µM | hit rate 0.51% among 330,000;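 active = GFP response versus DMSO above a set limit, roughly screen mean plus 3 SD, cut at about 180% in these data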;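 also: median GFP fluorescence of the barcode-gated MEP2-GFP cells per well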
AHR activator = activators of human aryl hydrocarbon receptor; activation, % at 5 µM; P35869; hit rate 2.5% among 320,000; AHR-responsive luciferase reporter cells, luminescence; AID 2796; in the data active = activation above about 47%;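 also: 0% = vehicle wells and 100% = reference agonist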
Target sequence (P35869 whole entry, looked up): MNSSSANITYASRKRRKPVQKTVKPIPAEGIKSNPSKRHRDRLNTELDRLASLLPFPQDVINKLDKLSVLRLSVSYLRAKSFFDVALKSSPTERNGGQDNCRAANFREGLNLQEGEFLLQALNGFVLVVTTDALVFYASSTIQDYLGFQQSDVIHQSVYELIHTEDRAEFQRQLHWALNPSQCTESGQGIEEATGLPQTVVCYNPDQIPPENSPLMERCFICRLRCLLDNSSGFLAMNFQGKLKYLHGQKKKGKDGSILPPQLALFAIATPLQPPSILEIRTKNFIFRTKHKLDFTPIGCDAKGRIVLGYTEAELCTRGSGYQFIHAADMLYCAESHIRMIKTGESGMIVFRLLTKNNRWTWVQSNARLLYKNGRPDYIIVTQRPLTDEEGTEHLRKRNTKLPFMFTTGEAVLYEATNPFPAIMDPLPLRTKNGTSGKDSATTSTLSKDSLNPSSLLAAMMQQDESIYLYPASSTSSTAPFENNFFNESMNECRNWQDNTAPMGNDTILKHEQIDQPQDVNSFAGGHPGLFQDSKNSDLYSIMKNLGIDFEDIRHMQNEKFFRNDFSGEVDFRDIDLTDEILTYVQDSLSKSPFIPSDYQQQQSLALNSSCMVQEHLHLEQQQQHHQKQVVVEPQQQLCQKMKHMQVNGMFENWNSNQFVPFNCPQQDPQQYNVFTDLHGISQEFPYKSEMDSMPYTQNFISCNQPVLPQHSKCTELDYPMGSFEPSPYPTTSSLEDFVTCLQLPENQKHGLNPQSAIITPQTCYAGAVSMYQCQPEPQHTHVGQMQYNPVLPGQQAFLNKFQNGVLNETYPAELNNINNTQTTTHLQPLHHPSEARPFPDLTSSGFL
AGP1 TOR yeast = alters AGP1-GFP fluorescence in TOR pathway yeast screen | S. cerevisiae AGP1-GFP multiplex flow cytometry, 3 h; GFP as percent of DMSO wells | GFP response vs DMSO, % at 10 µM | hit rate 0.02% among 320,000 | AID 2066;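 active = GFP response relative to DMSO above a set limit, near screen average plus 3 SD, cut at about 150% in these data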;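 also: median GFP channel fluorescence of the gated AGP1 strain per well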
RPL19A-GFP yeast = modulators of TOR pathway RPL19A-GFP in S. cerevisiae; S. cerevisiae RPL19A-GFP strain, flow cytometry, 3 h; stronger effect = lower value; percent response vs DMSO, % at 10 µM; hit rate 0.3% among 330,000;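 active = percent response vs DMSO below 50%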;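 also: median channel GFP fluorescence of the barcoded RPL19A-GFP strain; ratio of sample median GFP to plate DMSO average so 100% = DMSO; lower means less RPL19A-GFP as with rapamycin TOR inhibition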
CIT2-GFP yeast = modulators of TOR pathway CIT2-GFP in S. cerevisiae. S. cerevisiae CIT2-GFP strain, flow cytometry, 3 h; 100 means same as DMSO wells. hit rate 0.065% among 320,000. GFP response vs DMSO, % at 10 µM;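 active = GFP response relative to DMSO above a set limit, near the screen mean plus 3 SD, cut at about 150% in these data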;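 also: ratio of well median GFP fluorescence to mean of DMSO wells on the plate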
Active calls of the source: *; nt = no result given.

The opening 11 compounds, ahead of the listing:
Field names – A = Efflux pump mplx; B = Yeast superoxide; C = LAP4 TOR yeast; D = MEP2-GFP yeast; E = AHR activator; F = AGP1 TOR yeast; G = RPL19A-GFP yeast; H = CIT2-GFP yeast
COc1cc(C2NC(=O)CCC2[N+](=O)[O-])cc(OC)c1OC (configuration not stated)
  A: 0.0; B: 105; C: 95; D: 106; E: 3; F: 101; G: 103; H: 105

CC(C)Cn1c(SCC(=O)c2ccc(Cl)s2)nnc1-c1ccco1
  A: 1.1*; B: 125; C: 101; D: 94; E: 3; F: 99; G: 101; H: 81

CCCCc1nc(SCc2ccc([N+](=O)[O-])cc2)n[nH]1
  A: -0.1; B: 100; C: 114; D: 93; E: 1; F: 100; G: 98; H: 93

CN(C)c1ccc(CN2CCCCCC2)cc1
  A: 0.0; B: 92; C: 105; D: 111; E: 1; F: 106; G: 98; H: 100

COc1ccc(CCNCc2ccccc2N2CCCC2)cc1
  A: -0.1; B: 94; C: 107; D: 106; E: 3; F: 104; G: 104; H: 109

O=S(=O)(NCc1cc(-c2ccccc2)no1)c1ccccc1Cl
  A: -0.1; B: 97; C: 97; D: 96; E: 4; F: 100; G: 93; H: 104

CCOc1ccc(S(=O)(=O)NN=C2CCN(C(C)=O)CC2)cc1
  A: 0.5; B: 112; C: 100; D: 77; E: 2; F: 88; G: 88; H: 81

COc1cc(C(=O)Nc2sc3c(c2C#N)CCN(C(C)=O)C3)cc(OC)c1OC
  A: -0.1; B: 97; C: 102; D: 108; E: 2; F: 105; G: 105; H: 101

Cc1ccc(/C=C2\C(=O)ON=C2c2ccccc2)o1
  A: 0.2; B: 112; C: 105; D: 102; E: 10; F: 71; G: 96; H: 60

C=CCn1c(=O)n2ncnc2c2c3c(sc21)CCCC3
  A: -0.1; B: 108; C: 97; D: 100; E: -3; F: 100; G: 103; H: nt

O=C(O)CCc1ccc(-c2ccc(Cl)cc2)o1
  A: 0.0; B: 97; C: 142; D: 97; E: 1; F: 74; G: 107; H: 83

This part in full, from the start:
Field names – A = Efflux pump mplx; B = Yeast superoxide; C = LAP4 TOR yeast; D = MEP2-GFP yeast; E = AHR activator; F = AGP1 TOR yeast; G = RPL19A-GFP yeast; H = CIT2-GFP yeast
COc1cc(C2NC(=O)CCC2[N+](=O)[O-])cc(OC)c1OC (configuration not stated)
  A: 0.0; B: 105; C: 95; D: 106; E: 3; F: 101; G: 103; H: 105

CC(C)Cn1c(SCC(=O)c2ccc(Cl)s2)nnc1-c1ccco1
  A: 1.1*; B: 125; C: 101; D: 94; E: 3; F: 99; G: 101; H: 81

CCCCc1nc(SCc2ccc([N+](=O)[O-])cc2)n[nH]1
  A: -0.1; B: 100; C: 114; D: 93; E: 1; F: 100; G: 98; H: 93

CN(C)c1ccc(CN2CCCCCC2)cc1
  A: 0.0; B: 92; C: 105; D: 111; E: 1; F: 106; G: 98; H: 100

COc1ccc(CCNCc2ccccc2N2CCCC2)cc1
  A: -0.1; B: 94; C: 107; D: 106; E: 3; F: 104; G: 104; H: 109

O=S(=O)(NCc1cc(-c2ccccc2)no1)c1ccccc1Cl
  A: -0.1; B: 97; C: 97; D: 96; E: 4; F: 100; G: 93; H: 104

CCOc1ccc(S(=O)(=O)NN=C2CCN(C(C)=O)CC2)cc1
  A: 0.5; B: 112; C: 100; D: 77; E: 2; F: 88; G: 88; H: 81

COc1cc(C(=O)Nc2sc3c(c2C#N)CCN(C(C)=O)C3)cc(OC)c1OC
  A: -0.1; B: 97; C: 102; D: 108; E: 2; F: 105; G: 105; H: 101

Cc1ccc(/C=C2\C(=O)ON=C2c2ccccc2)o1
  A: 0.2; B: 112; C: 105; D: 102; E: 10; F: 71; G: 96; H: 60

C=CCn1c(=O)n2ncnc2c2c3c(sc21)CCCC3
  A: -0.1; B: 108; C: 97; D: 100; E: -3; F: 100; G: 103; H: nt

O=C(O)CCc1ccc(-c2ccc(Cl)cc2)o1
  A: 0.0; B: 97; C: 142; D: 97; E: 1; F: 74; G: 107; H: 83

CCCCOC(=O)CSCC(=O)Nc1cc(C)on1
  A: -0.1; B: 118; C: 98; D: 100; E: 0; F: 100; G: 97; H: 97

c1cnn(Cc2cnc(N3CCOCC3)s2)c1
  A: 0.1; B: 103; C: 99; D: 90; E: 0; F: 89; G: 96; H: 89

NC(=S)NNC(=O)c1ccccc1Cl
  A: 0.0; B: 106; C: 98; D: 102; E: 0; F: 93; G: 96; H: 98

CC1(C)CC(O)(CCNCc2ccc3c(c2)OCO3)CCO1 (configuration not stated)
  A: 0.4; B: 109; C: 102; D: 108; E: 0; F: 97; G: 103; H: 99

CCC(C)(C)n1nnnc1CN(Cc1cc2cc(OC)c(OC)cc2[nH]c1=O)C1CCCC1
  A: 0.0; B: 124; C: 101; D: 100; E: 4; F: 100; G: 101; H: 98

COc1cccc(NC(=O)CSc2nnc(C)s2)c1
  A: 0.1; B: 104; C: 112; D: 109; E: -1; F: 106; G: 91; H: 102

O=[N+]([O-])c1ccc(/C=N/Nc2nc(N3CCCCCC3)nc(N3CCCCCC3)n2)o1
  A: 0.1; B: 97; C: nt; D: 112; E: 2; F: 103; G: 100; H: 120

CC(C)Nc1nc2nonc2nc1Nc1ccccc1
  A: -0.1; B: 95; C: 104; D: 100; E: 1; F: 105; G: 101; H: 102

CC1CN=C(N(C(=O)Nc2ccccc2)C(C)c2ccccc2)S1 (configuration not stated)
  A: -0.1; B: 119; C: 108; D: 91; E: -5; F: 111; G: 93; H: 101

COC(=O)c1cc(-c2cccc([N+](=O)[O-])c2)c2c(=O)n(C)c(=O)n(C)c2n1
  A: -0.5; B: 97; C: 111; D: 110; E: 1; F: 110; G: 102; H: 104

Cn1cc(CN2CC3C[C@@H]4CC2C[C@H](C3)C4)c(-c2ccc3c(c2)OCCO3)n1
  A: 0.2; B: 106; C: 103; D: 88; E: 2; F: 93; G: 94; H: 87

C=C[C@@H]1c2cccc(C)c2N(S(=O)(=O)c2ccc(C)cc2)[C@H](c2ccc(OC(C)=O)cc2)C1(C#N)C#N
  A: 0.5; B: 107; C: 75; D: 94; E: 18; F: 83; G: 103; H: 87

O=C(Nc1ccc(N2CCN(C(=O)c3ccccc3F)CC2)cc1)c1cncc(Br)c1
  A: -0.1; B: 102; C: 91; D: 102; E: -5; F: 100; G: 104; H: 101

CCCNC(=O)N1CCC(c2nc3ccccc3s2)CC1
  A: -0.1; B: 90; C: 106; D: 110; E: 2; F: 97; G: 100; H: 90

COC(=O)c1ccc(NC(=S)NNC(=O)CC(C)C)cc1
  A: -0.1; B: 117; C: 105; D: 108; E: 0; F: 104; G: 105; H: 98

CCC(=O)N1CCc2cc(S(=O)(=O)NCCN3CCCCC3CC)ccc21 (configuration not stated)
  A: 0.0; B: 94; C: 96; D: 94; E: -2; F: nt; G: 95; H: 92

C[N+]1(CC(O)c2ccccc2)CCCCCC1 (configuration not stated)
  A: 0.0; B: 93; C: 102; D: 113; E: 0; F: 104; G: 108; H: 109

COc1ccc(NC(=O)CSc2nncc3ccccc23)cc1
  A: 0.0; B: 100; C: 107; D: 108; E: -6; F: 104; G: 100; H: 105

Cc1c(Cl)cccc1NC(=S)N1CCN(c2ccc([N+](=O)[O-])cn2)CC1
  A: 0.1; B: 111; C: nt; D: 105; E: -1; F: nt; G: 97; H: nt

COc1ccccc1C(=O)NC(=O)COC(=O)C1CC1
  A: 0.0; B: 98; C: 107; D: 102; E: -4; F: 107; G: 101; H: 103

O=C(NC1=NCCS1)c1cc2ccccc2o1
  A: 0.0; B: 95; C: 112; D: 102; E: 23; F: 94; G: 99; H: 107

Cc1ccc(CNC(=O)[C@@H]2CCC(=O)N2Cc2ccco2)cc1
  A: -0.1; B: 117; C: nt; D: 86; E: -1; F: 87; G: 89; H: 82

COc1ccc(O)c(C(=O)c2cnc3c(c2)c(C)nn3C)c1
  A: 0.1; B: 103; C: 100; D: 105; E: 0; F: 95; G: 104; H: 99

Cc1cc(NC(=O)/C=C/c2ccc(Br)cc2)no1
  A: 0.0; B: 93; C: 103; D: 106; E: -2; F: 105; G: 114; H: 107

CC(C)Cn1c(N)c(C(=O)COC(=O)c2cc(S(=O)(=O)N3CCOCC3)ccc2Br)c(=O)n(C)c1=O
  A: 0.7; B: 88; C: 110; D: 103; E: 1; F: 109; G: 113; H: 109

NNC(=O)CN1C(c2cccc(Cl)c2)=Nc2ccc(Br)cc2C1c1ccccc1 (configuration not stated)
  A: 0.0; B: 98; C: 95; D: 100; E: 9; F: 96; G: 97; H: 99

COC(=O)c1c(SCc2ccc(C#N)cc2)nc(=O)[nH]c1C
  A: 0.2; B: 95; C: 93; D: 98; E: 3; F: 91; G: 91; H: 85

CC(=O)NC(Cc1c[nH]c2ccccc12)C(=O)O (configuration not stated)
  A: 0.1; B: 83; C: 102; D: 102; E: 9; F: 103; G: 104; H: 102

O=C(N/N=C/c1ccc(Cl)c([N+](=O)[O-])c1)c1cc(-c2ccc3c4c(cccc24)CC3)n[nH]1
  A: 0.0; B: 108; C: 124; D: 123; E: 31; F: 122; G: 108; H: 110

COC(=O)c1c(CSc2ccc(Cl)cc2)noc1C(=O)NCc1ccco1
  A: -0.1; B: 90; C: 113; D: 91; E: -2; F: 91; G: 100; H: 99

CCOC(=O)C1CCN(c2cc(=O)n(C3CCCCC3)c(=O)[nH]2)CC1
  A: 0.1; B: 109; C: 90; D: 169; E: 0; F: 68; G: 98; H: 100

O=C(Nc1cccn(Cc2ccc(F)cc2)c1=O)NC1CCCCC1
  A: 0.0; B: 93; C: 107; D: 112; E: 1; F: 110; G: 113; H: 103

CC1CC(=O)NN1C(=O)c1ccccc1 (configuration not stated)
  A: -0.1; B: 116; C: 129; D: 108; E: -2; F: 114; G: 99; H: 102

O=C(NC1CCCCCCC1)c1ccc(CNc2c(N3CCOCC3)c(=O)c2=O)cc1
  A: 0.2; B: 104; C: 91; D: 92; E: -1; F: 104; G: 102; H: 100

Cc1cc(NC(=O)C(C)Sc2nc(-c3ccccc3)cc(=O)[nH]2)no1 (configuration not stated)
  A: -0.1; B: 99; C: 100; D: 105; E: 2; F: 101; G: 102; H: 101

CC(C)(C)c1nc(NCC2CCCO2)c2nnn(Cc3ccccc3)c2n1 (configuration not stated)
  A: -0.1; B: 84; C: 102; D: 91; E: 3; F: 106; G: 104; H: 106

O=C(O)c1cccc(NC(=O)c2ccc3c(c2)C(=O)N(CC2CCCO2)C3=O)c1 (configuration not stated)
  A: 0.0; B: 93; C: 113; D: 107; E: 1; F: 112; G: 110; H: 108

Cc1cc(=O)oc2cc(OCC(=O)NCCc3c[nH]c4ccc(F)cc34)ccc12
  A: 0.0; B: 113; C: 95; D: 106; E: 1; F: 98; G: 95; H: 93

COC(=O)c1ccc(NC(=O)c2ccccc2NS(C)(=O)=O)cc1
  A: -0.1; B: 110; C: 101; D: 100; E: 7; F: 97; G: 93; H: 101

Continuation.
Field names – A = Efflux pump mplx; B = Yeast superoxide; C = LAP4 TOR yeast; D = MEP2-GFP yeast; E = AHR activator; F = AGP1 TOR yeast; G = RPL19A-GFP yeast; H = CIT2-GFP yeast
CC1(C)CC(=O)C2=C(C1)N(CC1CCCO1)C(=O)C2(NC(=O)c1cccnc1)C(F)(F)F (configuration not stated)
  A: -0.2; B: 95; C: 88; D: 101; E: -1; F: 104; G: 108; H: 98

COc1cc(OC)cc(C(=O)N[C@H](C(=O)Nc2nc(-c3ccc(F)c(F)c3)cs2)C(C)C)c1
  A: 0.0; B: 96; C: 100; D: 98; E: 1; F: 99; G: 96; H: 97

CNC(=O)c1ccccc1S(=O)c1ccccc1COC(C)=O (configuration not stated)
  A: 0.0; B: 115; C: 106; D: 95; E: -1; F: 103; G: 96; H: 93

O=C1CCCN2N=C(SCC(=O)Nc3nccs3)SC2=N1
  A: -0.1; B: 109; C: 95; D: 98; E: 1; F: 104; G: 101; H: 99

O=C(c1ccccc1)N1CCN(C(=O)C2CC2)CC1
  A: 0.0; B: 104; C: 93; D: 106; E: -1; F: 96; G: 99; H: 99

Screening results as filed in PubChem.
